IDE act = human IDE activators in live cells, primary screen, fluorescence polarization, HEK cells, FAbeta-B substrate. FAbeta-B cleavage; 0% vehicle, 100% cell-free pure enzyme wells. Insulin-degrading enzyme (Homo sapiens), P14735. hit rate 0.073% among 340,000. AID 493087, 2011. activation, % at 5.96 µM;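 active means activation above the mean of all tested compounds plus 3 SD, set per screening campaign, cut at about 17% in these data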
Target sequence (P14735 whole entry, looked up): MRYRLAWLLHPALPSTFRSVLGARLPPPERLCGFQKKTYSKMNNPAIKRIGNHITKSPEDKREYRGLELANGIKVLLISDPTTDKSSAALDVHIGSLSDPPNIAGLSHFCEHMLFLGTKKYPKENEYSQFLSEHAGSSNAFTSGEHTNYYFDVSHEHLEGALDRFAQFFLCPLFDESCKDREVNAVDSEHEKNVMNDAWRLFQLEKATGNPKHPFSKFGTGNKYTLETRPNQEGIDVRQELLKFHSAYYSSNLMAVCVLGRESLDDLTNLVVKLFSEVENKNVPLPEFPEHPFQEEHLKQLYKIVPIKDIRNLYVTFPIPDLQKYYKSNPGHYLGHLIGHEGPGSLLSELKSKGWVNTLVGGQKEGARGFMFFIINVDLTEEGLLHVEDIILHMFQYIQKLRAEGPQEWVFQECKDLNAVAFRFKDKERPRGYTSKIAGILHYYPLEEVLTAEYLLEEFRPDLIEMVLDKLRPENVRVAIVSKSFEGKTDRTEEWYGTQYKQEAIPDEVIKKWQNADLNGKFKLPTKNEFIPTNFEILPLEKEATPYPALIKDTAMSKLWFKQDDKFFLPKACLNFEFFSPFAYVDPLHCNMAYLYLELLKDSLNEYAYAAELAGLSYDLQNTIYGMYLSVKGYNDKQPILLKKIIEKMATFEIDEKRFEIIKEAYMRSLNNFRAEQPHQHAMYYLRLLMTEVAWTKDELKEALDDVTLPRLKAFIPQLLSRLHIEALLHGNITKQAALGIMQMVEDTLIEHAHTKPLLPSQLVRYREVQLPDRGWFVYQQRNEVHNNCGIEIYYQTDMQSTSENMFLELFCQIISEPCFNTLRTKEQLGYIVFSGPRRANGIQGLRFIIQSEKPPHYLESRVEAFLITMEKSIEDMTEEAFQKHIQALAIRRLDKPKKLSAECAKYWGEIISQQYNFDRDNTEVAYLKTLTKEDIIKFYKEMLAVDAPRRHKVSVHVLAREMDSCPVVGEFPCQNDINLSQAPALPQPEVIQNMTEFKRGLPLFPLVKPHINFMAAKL
Active calls of the source: *. Not all compounds are listed; rates above refer to the full screens.

SMILES	IDE act
O=C(NC(=S)N1CCCCCC1)c1cccc([N+](=O)[O-])c1	3
CC1CCC2(CC1)NC(=O)N(CC(=O)NC1(C#N)CCCCC1)C2=O (configuration not stated)	-1
Clc1ccc2c(c1)C1CC2CCN1Cc1ccccc1 (configuration not stated)	5
CC(C)CC(C(=O)OCC(=O)N1CCN(c2ccccc2)CC1)N1C(=O)c2ccccc2C1=O (configuration not stated)	0
O=C1COc2ccc(C(=O)COC(=O)Cc3ccc(F)cc3)cc2N1	0
CCCSc1nc(N)nc2c1ncn2C1OC(CO)C(O)C1O (configuration not stated)	6
COc1cc(CN(C)c2ccc(S(=O)(=O)N3CCCC3)cn2)ccc1OC(F)F	-2
Cc1occc1C(=O)Nc1cccc(S(=O)(=O)N2CCOCC2)c1	0
N#Cc1ccc(C(=O)N2CCN(C(=O)C3CCCO3)CC2)cc1 (configuration not stated)	1
Cc1ccsc1CN(C)CC(=O)NCC(=O)Nc1ccc(F)c(F)c1F	-2
COc1ccc(NC(=O)N(C)C[C@H]2Oc3ccc(NS(=O)(=O)c4ccc(F)cc4)cc3C(=O)N([C@H](C)CO)C[C@@H]2C)cc1	0
Nc1ccc(C(=O)OCCc2ccccc2)cc1	9
COc1ccccc1C(=O)NCCC(=O)Nc1ccc(S(=O)(=O)Nc2ncccn2)cc1	2
CC(C)C(Cl)=NOC(=O)Nc1ccc(F)cc1	6
CN(C(=O)COC(=O)CSc1ccc([N+](=O)[O-])cc1)c1ccccc1	1
O=C(O)C1C2OC(C(Br)C2Br)C1C(=O)O (configuration not stated)	3
CC(=O)c1cc2c(cc1NC(=O)c1ccc(-n3nc(C)cc3C)cc1)OCO2	2
CCCCN(C(=O)C1CC(=O)N(CCc2ccc(OC)c(OC)c2)C1)c1c(N)n(CCCC)c(=O)[nH]c1=O (configuration not stated)	4
Cc1cc(C)c(C)c(S(=O)(=O)N2CCC(C(=O)NCCCN3CCOCC3)CC2)c1C	1
CC(C)C(NC(=O)c1ccccc1)C(=O)OCn1nnc2ccccc2c1=O (configuration not stated)	-1
CCCCn1c(N)c(N(CC(C)C)C(=O)C2CCN(c3ncnc4sc(C)c(C)c34)CC2)c(=O)[nH]c1=O	-3
CCC(C)Sc1cccc(-c2nc3cc(C)ccn3c2NCc2ccccc2)c1 (configuration not stated)	-2
C[C@H](CO)N1C[C@H](C)[C@@H](CN(C)Cc2ccc3c(c2)OCO3)Oc2c(NC(=O)C3CC3)cccc2C1=O	3
O=S(=O)(CC=CCS(=O)(=O)c1ccccc1)c1ccccc1	5
O=C(CN1CCc2ccccc2C1)Nc1ccccc1C(=O)NC1CC1	0
COc1ccccc1NC(=O)/C(C#N)=C/c1cccn1C	-1
COc1ccc(S(=O)(=O)N2CCCCC2)cc1NC(=O)C1CC(=O)N(Cc2ccco2)C1 (configuration not stated)	-4
O=[N+]([O-])c1ccc2[nH]c(=S)sc2c1	0
O=C(CCc1ccco1)CCc1ccco1	3
C#CCOCCOCCOCCNc1nc(N2CCN(C(=O)[C@H](CCCCN)n3cc(CN)nn3)CC2)nc(N2CCN(C(=O)[C@H](CCCN=C(N)N)n3cc(C(N)[C@H](C)CC)nn3)CC2)n1 (some centres not stated)	3
CCCCCc1c2c(cc(O)c1C(=O)O)OC(=O)c1cc(C(=O)CCCC)c(OC)cc1O2	7
CCCN(CC(=O)Nc1ccc(F)c(F)c1F)C(=O)c1cc([N+](=O)[O-])ccc1N1CCOCC1	6
COc1ccc(O)c(CN2CC3CCC(CC3)C2)c1	-2
COc1ccccc1NC(=O)Nc1nc(CC(=O)Nc2cccc(F)c2)cs1	0
NS(=O)(=O)c1ccc(NC(=O)c2ccc(S(=O)(=O)N3CCCCCC3)cc2)cc1	2
CCCCC[C@H](O)/C=C/C1C(=O)C=C[C@H]1C/C=C\CCCC(=O)OC (some centres not stated)	-5
COc1cccc(CNC(=O)C(=O)NCC2CCCN2S(=O)(=O)c2cc(C)ccc2C)c1 (configuration not stated)	4
O=C(COC(=O)CNC(=O)c1cc(Cl)cc([N+](=O)[O-])c1)NC(=O)NCc1ccco1	4
COC(=O)[C@H](Cc1ccccc1)NC(=O)[C@@H](N)CC(=O)OCc1ccccc1	2
Cc1nnc(SCC2=C(C(=O)O)N3C(=O)C(NC(=O)COc4ccc(F)cc4)C3SC2)s1 (configuration not stated)	-6
CC1(c2ccccc2)NC(=O)N(CC(=O)Nc2cc(Cl)ccc2N2CCOCC2)C1=O (configuration not stated)	1
COc1cc(C(=O)NNC(=O)c2cc(-c3ccccc3)n[nH]2)cc(OC)c1C	-11
CCOc1ccc(S(=O)(=O)N2CCN(C(=S)NCC3CCCO3)CC2)cc1 (configuration not stated)	1
Cc1ccc(S(=O)(=O)N2CCC(C(N)=O)CC2)cc1C(=O)NC1CCCCC1	4
CCOc1ccc(Cc2nnc(SCC(=O)Nc3c(C)cccc3C)[nH]c2=O)cc1	6

5 compounds picked at random from the list so far:
SMILES	IDE act
COc1ccccc1NC(=O)Nc1nc(CC(=O)Nc2cccc(F)c2)cs1	0
CCOc1ccc(S(=O)(=O)N2CCN(C(=S)NCC3CCCO3)CC2)cc1 (configuration not stated)	1
CCOc1ccc(Cc2nnc(SCC(=O)Nc3c(C)cccc3C)[nH]c2=O)cc1	6
CCCN(CC(=O)Nc1ccc(F)c(F)c1F)C(=O)c1cc([N+](=O)[O-])ccc1N1CCOCC1	6
NS(=O)(=O)c1ccc(NC(=O)c2ccc(S(=O)(=O)N3CCCCCC3)cc2)cc1	2

Next structures
SMILES	IDE act
CCC1CCCCN1Cc1c(O)ccc2c(=O)c(-c3ccccc3OC)coc12 (configuration not stated)	-6
COCCn1c(N)c(N(Cc2ccccc2)C(=O)c2ccc(-c3ccc(Cl)cc3)o2)c(=O)[nH]c1=O	4
Cc1ccc(C(=O)N2[C@@H]3CN(C)C(=O)[C@@]2(C)[C@H]2C(=O)N(Cc4ccccc4)C(=O)[C@@H]32)cc1	3
CC(OC(=O)c1ncc(Cl)c(Cl)c1Cl)C(=O)NC1CCCCC1C (configuration not stated)	3
CCOC(=O)N1CCN(C(=O)CSC2=NS(=O)(=O)c3cc(Cl)ccc3N2)CC1	4
COc1ccc(NC(C)=O)cc1S(=O)(=O)Nc1cccc(S(=O)(=O)NC2=NCCC2)c1	-6
O=C1c2ccccc2C(=O)N1CCCCNc1ccccc1	1
COc1ccc2c(C(=O)c3ccc(C)cc3)n(Cc3ccc(C(N)=O)cc3)[n+]([O-])c2c1	2
C=CC[C@@H](CC(=O)N[C@@H](CO)Cc1ccccc1)C(=O)N[C@H](COC(=O)[C@H](CC=C)CC(=O)OC(C)(C)C)Cc1ccccc1	5
CC(=O)Nc1sc(C)c(C)c1C(=O)OCC(=O)N(CCC#N)c1cc(C)cc(C)c1	0
COc1ccc(S(=O)(=O)N(C)C)cc1NC(=O)CN1CCN(C(=O)C2CC2)CC1	0
CC1CC(=O)Nc2ccccc2N1C(=O)COc1cc(Cl)ccc1Cl (configuration not stated)	5
COc1ccc(C(=O)NCC(=O)OCC(=O)N2CC(C)OC(C)C2)cc1OC (configuration not stated)	1
CCOc1ccc(CCNC(=O)COC(=O)CSc2ccc(C)cc2)cc1OCC	5
CC(Sc1ccc(Cl)cc1)C(=O)NNC(=O)c1ccncc1 (configuration not stated)	5

Five neighbouring entries already listed, for reference:
SMILES	IDE act
O=C(NC(=S)N1CCCCCC1)c1cccc([N+](=O)[O-])c1	3
CC1CCC2(CC1)NC(=O)N(CC(=O)NC1(C#N)CCCCC1)C2=O (configuration not stated)	-1
Clc1ccc2c(c1)C1CC2CCN1Cc1ccccc1 (configuration not stated)	5
CC(C)CC(C(=O)OCC(=O)N1CCN(c2ccccc2)CC1)N1C(=O)c2ccccc2C1=O (configuration not stated)	0
O=C1COc2ccc(C(=O)COC(=O)Cc3ccc(F)cc3)cc2N1	0

Next structures.
SMILES	IDE act
Cc1ccc([C@H]2C(C(=O)O)=CC[C@@H](c3ccc4c(c3)OCO4)N2S(=O)(=O)c2ccc(C)cc2)cc1	-1
CC1CCCN(C(=O)c2cccc(S(=O)(=O)N3CCCC3)c2)C1 (configuration not stated)	1
NC(=O)c1ccc(NC(=O)COC(=O)c2cc3ccccc3cc2O)cc1	2
CC1CCCCC12NC(=O)N(CC(=O)N1CCN(S(=O)(=O)/C=C/c3ccccc3)CC1)C2=O (configuration not stated)	8
O=C(CCNC(=O)c1ccco1)NCCc1c[nH]c2ccccc12	2
CC(=O)Nc1ccc(NC(=O)CSc2ncc(C(=O)Nc3ccc(Cl)cc3)c(=O)n2C)cc1	-5
COc1ccc(NC(=O)CN(C)C(=O)c2cccnc2Sc2ccc(C)c(C)c2)cc1	2
CCC(CO)Oc1cc(NCc2cccc(F)c2)c2ncn(C(C)C)c2c1 (configuration not stated)	2
CC(OC(=O)c1ccc([N+](=O)[O-])cc1)C(=O)NCC1CCCCC1 (configuration not stated)	4
C=C1CCC(N(O)c2cc(C)on2)C(=C)CCC2C1CC2(C)C (configuration not stated)	1
O=C(Nc1cc(S(=O)(=O)N2CCOCC2)ccc1Cl)c1cc([N+](=O)[O-])ccc1Cl	5
C[C@H](NS(=O)(=O)c1ccc(F)cc1)C(=O)OCC(=O)c1c(N)n(C)c(=O)n(C)c1=O	2
COc1ccccc1CNC(=O)COC(=O)c1cc(C)nc2ccccc12	1
O=C(OCn1nnc2ccccc2c1=O)c1cccc(S(=O)(=O)N2CCOCC2)c1	2
CCCCN(C(=O)C1CC(=O)N(c2ccc3c(c2)OCCO3)C1)c1c(N)n(CCC)c(=O)[nH]c1=O (configuration not stated)	1

Four entries from above, comma-delimited.
smiles,IDE act
COc1ccc(NC(=O)CN(C)C(=O)c2cccnc2Sc2ccc(C)c(C)c2)cc1,2
CCC(CO)Oc1cc(NCc2cccc(F)c2)c2ncn(C(C)C)c2c1 (configuration not stated),2
CC(OC(=O)c1ccc([N+](=O)[O-])cc1)C(=O)NCC1CCCCC1 (configuration not stated),4
C=C1CCC(N(O)c2cc(C)on2)C(=C)CCC2C1CC2(C)C (configuration not stated),1

(list continues)
SMILES	IDE act
CN(C)S(=O)(=O)c1cccc(NC(=S)NNC(=O)c2cc3ccccc3cc2O)c1	-5
CC(C)C[C@@H](CN)NC(=O)c1nc[nH]c1C(=O)N[C@@H](C)C(=O)CNC[C@H](C)NC(=O)c1nc[nH]c1C(=O)N[C@@H](CC(=O)O)C(=O)O	1
Cn1c(N)c(C(=O)COC(=O)c2cccc(S(=O)(=O)N3CCOCC3)c2)c(=O)n(C)c1=O	5
CN(CCCn1cnc2c(OCc3ccccc3)ncnc21)CCc1ccccn1	1
CCN1C[C@@H]2[C@@H]3C(=O)N(C)C(=O)[C@@H]3[C@](C)(C1=O)N2C(=O)c1ccc(C)cc1	0
COc1ccc(CCN2CC(C(=O)OC(C)C(=O)Nc3ccc(NC(C)=O)cc3)CC2=O)cc1OC (configuration not stated)	1
Nc1ccccc1C(=O)N1O[C@@H]2C=C[C@H]1CC2	-1
COc1ccc(CCNC(=O)COC(=O)c2cccs2)cc1	2
O=C(COc1ccc(S(=O)(=O)N2CCOCC2)cc1)Nc1ccccc1F	-1
Nc1cc(C(=O)OCC(=O)N2CCC(Cc3ccccc3)CC2)ccc1Cl	10
O=C(O)C1CC2C3CC(C(=O)O)C(C3)C2C1 (configuration not stated)	0
Cc1noc(C)c1C(=O)Nc1nc(-c2ccc(F)cc2)cs1	2
O=C(NCc1ccccc1)c1cccc(NC(=O)C2CCC2)c1	2
Cc1ccc(S(=O)(=O)N2CCN(C(=O)C(Cc3ccccc3)NC(=O)c3ccccc3)CC2)cc1 (configuration not stated)	-1
O=S(=O)(Nc1ccccc1)C1CCCCC1	-7
CC1CCN(C(=O)CCNS(=O)(=O)c2ccc(Br)cc2)CC1	-1
CCc1ccccc1NC(=O)CNC(=O)CNC(=O)C1CCCCC1	-1
Cc1ccc(NC(=O)COC(=O)CNC(=O)c2ccc(Cl)cc2Cl)cc1S(=O)(=O)N1CCOCC1	0
Cc1c(NC(=O)CN2C(=O)NC3(CCCCC3C)C2=O)cccc1[N+](=O)[O-] (configuration not stated)	-4
O=C(COC(=O)CNC(=O)c1ccc(Cl)c([N+](=O)[O-])c1)NC(=O)CN1CCCC1=O	3
Cc1ccc(C(=O)Oc2ccc(-c3nnco3)cc2)o1	6
COc1cc2cnc(-c3cccnc3)cc2cc1OC	-2
c1csc(CCCN2CCCCC2)c1	5
Cc1ccccc1NC(=O)Cc1nc(COC(=O)COc2ccc(C(C)(C)C)cc2)cs1	3
COc1cc(O)c(C(C)=O)c2c1C=CC(C)(C)O2	3
CC(OC(=O)CCCN=C1NS(=O)(=O)c2ccccc21)C(=O)Nc1ccc(F)cc1Cl (configuration not stated)	-2
C[C@@H]1COC(=O)[C@H](NC(=O)OCC2c3ccccc3-c3ccccc32)C/C=C\C[C@@H](CC(=O)N(CCO)Cc2ccccc2)C(=O)N1	-1
O=C(OCC(=O)C12CC3CC(CC(C3)C1)C2)c1ccc(CO)cc1	2
COCCn1c(SCC(=O)NCCCN2CCCC2=O)nc2ccccc2c1=O	4
O=C(COc1ccc(Cl)cc1Cl)Nc1ccc(-c2ccc(N3CCOCC3)nn2)cc1	4
Cn1nnnc1Sc1ncnc2scc(-c3cccc(S(C)(=O)=O)c3)c12	-1
CCCC#Cc1ccc2c(c1)COc1c3ccccc3nn1-2	-5
O=C(C=Cc1ccc2c(c1)OCO2)OCC=Cc1ccc2c(c1)OCO2	3
O=C(NC1(Cc2ccccc2)CCN(CCCc2ccccc2)C1=O)c1ccccc1 (configuration not stated)	-3
Cc1ccc(NC(=O)CSc2nccn(-c3ccc4c(c3)OCCO4)c2=O)cc1	1
O=C(COC(=O)CCc1c[nH]c2ccccc12)Nc1ccccc1C(F)(F)F	-1
Cc1ccc(C(=O)NCC(c2ccco2)N2CCc3ccccc3C2)cc1C (configuration not stated)	-4
Cc1ccc(CN2CC(C(=O)OCc3ccccc3Cl)CC2=O)cc1 (configuration not stated)	1
CCN(CC(=O)Nc1c(F)cccc1F)C(=O)CNC(=O)C1CCCCC1	-5
O=C(CNC(=O)c1ccc2c(c1)OCO2)NCCOc1ccc(Cl)cc1	-1

Source: PubChem
